NOD2 RIPK2 PPI – inhibitors of human NOD2-RIPK2 interaction; O43353; 360,000 compounds, 0.38% hits; AID 624267; inhibition, % at 4.98 µM; CHO BLA complementation NOD2-RIPK2, CCF4 ratio; in the data active means inhibition above about 21%;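 further: 0% = vehicle only and 100% = reference blocker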
SRC1 inh – human NCOA1 inhibition; Q15788; HEK293 GAL4-SRC1 luciferase reporter, luminescence; inhibition, % at 3.6 µM; 360,000 compounds, 0.12% hits;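 active means inhibition above the campaign mean plus 3 SD, with each screening campaign given its own cutoff, cut at about 60% in these data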;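 further: 0% = DMSO treated cells and 100% = gossypol at 36 µM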
NR5A2 inv ag – NR5A2 inverse agonism in reporter assay; inhibition, % at 3.6 µM; HEK293T StAR-luciferase reporter, LRH-1 transfected, 24 h; O00482; 360,000 compounds, 0.13% hits;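 active means inhibition above the mean inhibition of all tested compounds plus 3 SD, cut at about 73% in these data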;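 further: 0% = DMSO wells and 100% = reporter-only cells lacking LRH-1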
Target sequence (O00482 whole entry, looked up): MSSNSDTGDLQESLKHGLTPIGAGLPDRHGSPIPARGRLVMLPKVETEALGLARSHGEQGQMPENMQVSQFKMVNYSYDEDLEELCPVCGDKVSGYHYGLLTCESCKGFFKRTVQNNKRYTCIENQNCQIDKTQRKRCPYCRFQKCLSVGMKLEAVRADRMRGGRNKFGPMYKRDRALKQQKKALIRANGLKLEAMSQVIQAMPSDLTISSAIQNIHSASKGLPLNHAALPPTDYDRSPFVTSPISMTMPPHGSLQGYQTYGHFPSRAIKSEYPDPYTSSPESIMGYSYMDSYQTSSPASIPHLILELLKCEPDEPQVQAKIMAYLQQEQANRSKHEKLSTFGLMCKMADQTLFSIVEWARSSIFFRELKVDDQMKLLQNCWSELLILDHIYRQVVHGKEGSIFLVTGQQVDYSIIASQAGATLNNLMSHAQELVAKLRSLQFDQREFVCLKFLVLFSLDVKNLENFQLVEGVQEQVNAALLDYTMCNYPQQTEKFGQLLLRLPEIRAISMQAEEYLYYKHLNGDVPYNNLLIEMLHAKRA
TROY signal inh – TROY signaling inhibition | Q293 LMP1-TROYcd NF-kB luciferase reporter, 4 h | inhibition, % at 10 µM | 360,000 compounds, 0.98% hits | AID 1347056;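 active means compounds whose plate-normalised and pattern-corrected inhibition of the luciferase reporter signal at the single screening dose is 50% or more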
C8 TRAIL sens – sensitizes caspase-8 expressing cells to TRAIL. NB7+C8 cells + TRAIL, ATPlite viability luminescence. inhibition (viability loss, TRAIL sensitization), % at 10 µM. 360,000 compounds, 1% hits;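 active means compounds causing at least 50% loss of cell viability in the single-dose screen, relative to plate controls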
TLR9-MyD88 inh – blocks human TLR9 binding to MyD88 | inhibition, % at 4.98 µM | CHO BLA complementation TLR9-MyD88, CCF4 FRET ratio | 340,000 compounds, 0.21% hits;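 active means inhibition above the mean over all tested compounds plus 3 SD, cut at about 21% in these data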;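 further: 0% = DMSO only wells and 100% = clavulanate BLA inhibitor control wells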
SRC3 inh – inhibits human SRC3 coactivator | Q9Y6Q9 | HEK293 GAL4-SRC3 luciferase reporter, luminescence | inhibition, % at 3.6 µM | 360,000 compounds, 0.17% hits;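 active means inhibition above a per-campaign cutoff, the mean of all compounds plus 3 SD, cut at about 60% in these data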;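 further: 0% = DMSO-treated cells and 100% = gossypol-treated cells at 36 µM; higher means less SRC3-driven luciferase light from the GAL4 reporter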
LMP1 NFkB inh – Epstein-Barr LMP1 NF-kappaB reporter inhibition | LMP1-induced NF-kappaB luciferase reporter cells, luminescence | inhibition, % at 12.5 µM | 350,000 compounds, 0.69% hits | AID 504558; in the data active means inhibition above about 41%;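 further: 0% = neutral control wells and 100% = reference inhibitor control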
NCOA2 inhibitor – human SRC2 (NCOA2) inhibition; inhibition, % at 9 µM; HEK293 GAL4-SRC2 luciferase reporter, luminescence; 370,000 compounds, 0.17% hits; Q15596;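 active means inhibition above the mean inhibition of all tested compounds plus 3 SD, set per campaign, cut at about 52% in these data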;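 further: 0% = DMSO treated cells and 100% = cells given Gossypol at 36 µM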
NR2F2 inh – NR2F2 (human) inhibition, primary screen | P24468 | HEK293T NGFI-A luciferase reporter, luminescence | inhibition, % at 8.6 µM | 370,000 compounds, 0.7% hits;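 active means inhibition above a per-plate cutoff, mean inhibition of test wells between control levels plus 3 SD, cut at about 38% in these data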;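 further: cells cotransfected with COUP-TFII expression vector driving the NGFI-A reporter; 0% = median of COUP-TF2 test wells and 100% = reporter-only cells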
Target sequence (P24468 whole entry, looked up): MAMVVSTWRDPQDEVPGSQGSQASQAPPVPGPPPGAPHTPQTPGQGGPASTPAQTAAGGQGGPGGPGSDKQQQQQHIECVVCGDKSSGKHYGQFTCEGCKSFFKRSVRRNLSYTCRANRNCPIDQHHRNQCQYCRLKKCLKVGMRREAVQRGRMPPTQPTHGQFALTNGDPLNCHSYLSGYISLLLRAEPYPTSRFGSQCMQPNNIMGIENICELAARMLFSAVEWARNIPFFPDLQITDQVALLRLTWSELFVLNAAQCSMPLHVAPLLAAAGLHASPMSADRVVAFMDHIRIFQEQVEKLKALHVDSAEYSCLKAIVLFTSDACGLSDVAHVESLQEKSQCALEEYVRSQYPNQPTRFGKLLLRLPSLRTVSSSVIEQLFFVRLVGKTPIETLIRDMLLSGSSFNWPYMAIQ
Vif imaging – blocks HIV Vif function; HEK293T cells, Vif self-association by quenched fluorescence, imaging, 24 h; inhibition, % at 7.49 µM; 340,000 compounds, 0.35% hits; AID 602346; in the data active means inhibition above about 50%, passing the limit was not always enough; further: some results filed as inactive read as strong as hits
* = called active by the depositor; · = not tested or not shown. The list is partial (hit frequency here may not be typical).

Letter code: A = NOD2 RIPK2 PPI; B = SRC1 inh; C = NR5A2 inv ag; D = TROY signal inh; E = C8 TRAIL sens; F = TLR9-MyD88 inh; G = SRC3 inh; H = LMP1 NFkB inh; I = NCOA2 inhibitor; J = NR2F2 inh; K = Vif imaging
CCOC(=O)N1CCN(C(=O)c2ccc3c(=O)n(Cc4ccc(Cl)cc4)c(=S)[nH]c3c2)CC1
  A: -1	B: 0	C: -7	D: 8	E: -9	F: 9	G: -7	H: 4	I: -14	J: -10	K: -3
COC(=O)[C@@]12C[C@@H](CC(=O)N3CCC(c4ccccc4)CC3)C(=O)N(Cc3cccc4ccccc34)C1=CCC(C)(C)C2
  A: -6	B: ·	C: 6	D: ·	E: 8	F: ·	G: ·	H: ·	I: -20	J: -5	K: ·
CCCC(=O)OCC(=O)Nc1ccc([N+](=O)[O-])cc1C#N
  A: 1	B: 12	C: 20	D: 0	E: -11	F: 2	G: 26	H: 6	I: 4	J: 16	K: -2
COc1ccccc1OCC(=O)N1CCC2(CC1)CC(=O)c1ccccc1O2
  A: 2	B: 20	C: 7	D: 1	E: 0	F: -5	G: 1	H: -1	I: -19	J: 4	K: ·
COc1ccccc1OCC(=O)OCC(=O)NCCN1C(=O)CSC1=O
  A: -3	B: 9	C: -5	D: -2	E: 0	F: -4	G: 10	H: 3	I: -3	J: -6	K: -2
CN(C(=O)c1ccc(Cl)c([N+](=O)[O-])c1)C1(C)CCS(=O)(=O)C1 (centres undefined)
  A: -1	B: -2	C: -7	D: 6	E: -11	F: -17	G: 4	H: 8	I: 1	J: 4	K: -5
O=C(Nc1ccc(Cl)cc1)C1C2C=CC3(O2)C1C(=O)N(CCN1CCCCC1)C3C(=O)NC1CCCCC1 (centres undefined)
  A: -7	B: 5	C: 2	D: 9	E: -12	F: 3	G: -4	H: 4	I: -3	J: -19	K: 15
CCOC(=O)CNC(=O)CN1CCC(c2nc3ccccc3[nH]2)CC1
  A: -6	B: -13	C: 9	D: 9	E: -5	F: -4	G: 17	H: 2	I: 7	J: 22	K: 4
CCc1nc2ccc(C(=O)NCc3ccc(OC)cc3)cn2c1N(C)CCC(C)C
  A: -8	B: -43	C: -35	D: 13	E: -6	F: ·	G: 7	H: ·	I: -2	J: 2	K: -12
O=C(Nc1cccc(C(=O)O)c1)/C(=C/c1ccc([N+](=O)[O-])cc1)NC(=O)c1ccccc1
  A: -4	B: 1	C: 3	D: -6	E: -14	F: -2	G: 13	H: -19	I: -2	J: 7	K: 6
Nc1nc(-c2ccccc2)c(C(=O)Nc2ccccc2)s1
  A: 2	B: -9	C: 13	D: 7	E: -5	F: -7	G: 14	H: -4	I: -5	J: -6	K: 16
C=CCSc1nnc(CCCCCN2C(=O)c3cccc4cccc(c34)C2=O)o1
  A: -22	B: -21	C: 19	D: 17	E: -6	F: -7	G: -2	H: 59*	I: 4	J: 8	K: -2
COc1ccc(C(=O)N2CCN(CCNC(=O)C(=O)Nc3ccc(F)cc3)CC2)cc1
  A: -6	B: -2	C: -13	D: -5	E: 0	F: 5	G: -5	H: -4	I: 4	J: 2	K: 9
COc1ccccc1N=C1SC(C(=O)Nc2cccc(Cl)c2Cl)C(N)=C1C(N)=O (centres undefined)
  A: -2	B: -2	C: 7	D: 5	E: 12	F: -6	G: -3	H: 3	I: 3	J: 4	K: -8
CCCCOc1ccccc1P(=O)(O)CP(=O)(c1ccccc1)c1ccccc1
  A: 5	B: 0	C: -2	D: 1	E: -14	F: 3	G: -10	H: 11	I: -9	J: -2	K: 4
CCC(C)NC(=O)CN1C(=O)c2cccc3cccc1c23 (centres undefined)
  A: 14	B: -4	C: -5	D: 8	E: -3	F: -13	G: 15	H: -7	I: -28	J: 2	K: -2
COc1cc(C(=O)N2CCN(S(=O)(=O)c3cccc(F)c3)CC2)ccc1OCC(=O)N1CCOCC1
  A: -4	B: 4	C: -1	D: 3	E: 1	F: -1	G: 17	H: -8	I: -19	J: -7	K: 8
COc1cc(-c2nc(-c3cccc(C(F)(F)F)c3)no2)cc(OC)c1OC
  A: -6	B: 7	C: 13	D: 17	E: 6	F: -6	G: 10	H: 4	I: 5	J: -3	K: -4
O=C(Nc1ccccc1C(=O)N1CCCCC1)c1ccco1
  A: 4	B: -12	C: -1	D: 1	E: -2	F: -4	G: 26	H: 3	I: 7	J: -9	K: 2
CNC(=O)c1[nH]cnc1C(=O)NCC(=O)OCc1ccccc1
  A: 0	B: -19	C: 17	D: -6	E: -6	F: -1	G: -3	H: -2	I: -11	J: -2	K: 10
COc1ccc(-c2ccc3oc(-c4ccsc4)cc3c2)cc1
  A: 4	B: -4	C: 11	D: -38	E: -1	F: -7	G: -6	H: -14	I: -5	J: -6	K: -3
COc1cccc(/C=C/C(=O)OCC(=O)NC2CCCCCC2)c1
  A: -4	B: 12	C: 9	D: 9	E: -10	F: 0	G: 16	H: -5	I: -11	J: 12	K: ·
O=C(CSc1nc(O)c(C2CCCCC2)c(=O)[nH]1)NCC1CCCO1 (centres undefined)
  A: 3	B: 5	C: -3	D: -4	E: -6	F: 5	G: 21	H: -1	I: -8	J: -1	K: 23
CC(=O)NCC1CCCN(Cc2cn(-c3ccccc3F)nc2-c2cc(C)sc2C)C1 (centres undefined)
  A: -5	B: 17	C: 2	D: -14	E: 2	F: -2	G: 11	H: -6	I: 12	J: 11	K: -6
COc1ccc(-n2c(Cc3cccn3C)nnc2SCC(=O)Nc2ccc(C(C)=O)cc2)cc1
  A: 2	B: -21	C: 0	D: 6	E: -7	F: -1	G: 12	H: -23	I: 0	J: 5	K: 0

Part of the list above, showing only TROY signal inh.
SMILES | TROY signal inh
COc1cccc(/C=C/C(=O)OCC(=O)NC2CCCCCC2)c1 | 9
COc1ccc(-c2ccc3oc(-c4ccsc4)cc3c2)cc1 | -38

Other entries follow:
Letter code: A = NOD2 RIPK2 PPI; B = SRC1 inh; C = NR5A2 inv ag; D = TROY signal inh; E = C8 TRAIL sens; F = TLR9-MyD88 inh; G = SRC3 inh; H = LMP1 NFkB inh; I = NCOA2 inhibitor; J = NR2F2 inh; K = Vif imaging
CCOC(=O)C1(Cc2cccc(F)c2)CCN(Cc2ccon2)CC1
  A: -5	B: 4	C: 4	D: -10	E: -6	F: ·	G: 6	H: -9	I: 4	J: 18	K: 3
COC(=O)c1ccc(C(=O)Nc2ccc(F)cc2)cc1
  A: 2	B: -84	C: -93	D: -54	E: 32	F: -3	G: -57	H: 8	I: -31	J: -22	K: -5
O=C(Nc1ccon1)c1ccc(N2CCCCC2)c([N+](=O)[O-])c1
  A: -14	B: -117	C: -106	D: -54	E: 7	F: -3	G: -70	H: -28	I: -39	J: -37	K: 5
C=CCSc1nnc(NC(=O)c2ccc(NC(C)=O)cc2)s1
  A: -4	B: -20	C: -10	D: 10	E: -11	F: -7	G: -14	H: -19	I: -18	J: -16	K: -4
CC1(C)CC(=O)C/C(=N/NC(=O)COc2ccc3ccccc3c2Br)C1
  A: 9	B: -7	C: 14	D: -9	E: -2	F: 1	G: 8	H: 10	I: -4	J: -10	K: -4
CC(=O)c1cccc(NC(=O)NCc2ccco2)c1
  A: -1	B: -8	C: -11	D: -28	E: 13	F: -6	G: 1	H: 1	I: -12	J: -6	K: 11
Cc1cc(OCCCn2ccnc2)cc(C)c1Cl
  A: -3	B: 10	C: 4	D: -4	E: -12	F: -3	G: 24	H: -14	I: 12	J: 2	K: 1
C/C(=N\NC(=O)c1cc(-c2ccc(C)s2)nc2ccccc12)c1cccnc1
  A: 3	B: -12	C: 5	D: -37	E: 29	F: 1	G: -5	H: -12	I: 14	J: 2	K: -5
NC(=O)C1CCN(C(=O)CCNS(=O)(=O)c2cc(Br)cnc2N)CC1
  A: -14	B: -5	C: -6	D: -5	E: -28	F: 4	G: -23	H: -6	I: -2	J: -10	K: 0
Cc1nnn(C23CC4CC(CC(C4)C2)C3)n1
  A: -7	B: -56	C: 2	D: -3	E: -4	F: 1	G: -10	H: -7	I: 25	J: 10	K: -1
O=C(COC(=O)C1(c2ccccc2F)CCCC1)NC1CCS(=O)(=O)C1 (centres undefined)
  A: -9	B: -2	C: 7	D: 18	E: -13	F: -6	G: 4	H: 0	I: -14	J: 2	K: 4
Cc1n[nH]c(=S)n(NC(=O)/C=C/C(=O)Nn2c(=S)[nH]nc(C)c2=O)c1=O
  A: -4	B: -8	C: 4	D: -7	E: -8	F: 0	G: -3	H: -5	I: 24	J: 8	K: -4
COc1ccc(CCC(=O)Nc2ccc(Cn3ccnc3)cc2)cc1
  A: 14	B: 9	C: -1	D: 15	E: -15	F: 1	G: 6	H: 1	I: -36	J: -4	K: -1
CCCc1cc(=O)[nH]c(SCC(=O)N2CCN(S(=O)(=O)c3ccccc3)CC2)n1
  A: -1	B: 14	C: -2	D: -23	E: -12	F: 0	G: 16	H: 6	I: -1	J: -1	K: ·
O=C(O)C(Cc1ccc(O)cc1)N1C(=O)C2CCCCC2C1=O (centres undefined)
  A: -9	B: -2	C: 9	D: 5	E: 3	F: -3	G: -20	H: 2	I: 5	J: 10	K: 7
Cc1ccc(N2CC(C(=O)N/N=C/c3cccc([N+](=O)[O-])c3)CC2=O)cc1 (centres undefined)
  A: 0	B: -8	C: -23	D: -15	E: 19	F: -10	G: -5	H: -8	I: 7	J: -1	K: -4
O=S(=O)(c1ccc(-c2nnc(SCc3nnc(-c4ccccc4)o3)o2)cc1)N1CCCC1
  A: 5	B: 8	C: 14	D: 24	E: 6	F: 4	G: 5	H: -2	I: -17	J: 5	K: 1
COc1ccc2oc(-c3ccc(C)c(NC(=O)c4ccc(N5CCOCC5)c([N+](=O)[O-])c4)c3)nc2c1
  A: 0	B: -83	C: -96	D: -2	E: 20	F: 6	G: -49	H: 7	I: -80	J: -7	K: 73*
Cc1ccccc1-c1nc(-c2ccc(NC(=O)c3ccc(Br)o3)cc2)no1
  A: -13	B: -62	C: -44	D: -30	E: -7	F: -4	G: -63	H: -18	I: -58	J: -27	K: -35
O=C(CSc1ncc(-c2ccc(F)cc2)[nH]1)Nc1cccc(O)c1
  A: -2	B: 2	C: -17	D: -31	E: 4	F: -9	G: 4	H: -4	I: -22	J: -3	K: 0

LMP1 NFkB inh, what is marked active above
| SMILES | NOD2 RIPK2 PPI | SRC1 inh | NR5A2 inv ag | TLR9-MyD88 inh | SRC3 inh | LMP1 NFkB inh | NCOA2 inhibitor | NR2F2 inh | Vif imaging |
| --- | --- | --- | --- | --- | --- | --- | --- | --- | --- |
| C=CCSc1nnc(CCCCCN2C(=O)c3cccc4cccc(c34)C2=O)o1 | -22 | -21 | 19 | -7 | -2 | 59* | 4 | 8 | -2 |
